S1P1 ag pot: S1P1 agonists and agonism potentiators, primary screen, cell-based, primary and confirmation screens, CRE-bla reporter | Sphingosine 1-phosphate receptor 1 (Homo sapiens), P21453 | S1P1 CRE-bla cells, forskolin, beta-lactamase FRET, potentiator mode; S1P1 agonist co-added at EC20, 2 nM; 100% = saturating reference agonist, 0% = basal | activation, % at 9.5 µM | 56,000 compounds, 0.57% hits;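 active = activation above a cutoff set at the mean activation of all tested compounds plus 3 SD, cut at about 54% in these data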;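 also: forskolin at 4 µM as EC80 and the EC20 agonist is SEW2871; 100% = SEW2871 at its EC100 plus forskolin at EC80; some compounds past the cut are filed as inactive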
Autofluor 339: intrinsic fluorescence of library compounds, ex339/em460 – biochemical, MLSMR library, data from DPM-DC assay, artefact control, profiling panel. AID 709, 2007. fluorescence fold increase at 10 µM. compound autofluorescence, ex339/em460 nm, NADH buffer; hits give high values; 1 = no-compound wells, NADH background. 65,000 compounds, 5.5% hits;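 active = at 10 µM, mean starting fluorescence two-fold or more over control wells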;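 also: signal is the first read of a kinetic run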
HTR1E antagonist: 5-HT1E receptor antagonists, primary screen, cell-based, HTS. 5-hydroxytryptamine receptor 1E (Homo sapiens), P28566. CHO 5-HT1E Ga15 NFAT-bla reporter, FRET, antagonist. inhibition, % at 6 µM. 65,000 compounds, 0.99% hits. AID 571, 2007;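 active = inhibition above a set limit, the mean inhibition across every tested compound plus 3 SD, cut at about 29% in these data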;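 also: signal is the 460 over 535 nm emission ratio of beta-lactamase substrate; 0% = agonist plus DMSO wells and 100% = wells without agonist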
HER2 expr 66K: inhibitors of Her2 protein expression, primary screen, SKBR-3 cells, AlphaScreen, 66K library; 65,000 compounds, 0.69% hits; Receptor tyrosine-protein kinase erbB-2 (Homo sapiens), P04626; SKBR-3 HER2 protein level, 18-24 h; hits give low values; HER2 level % of control, % at 10 µM;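 active = HER2 level under 5% of the carrier-only control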;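 also: 100% = DMSO carrier and 0% = 500 nM PU-H71 HSP90 inhibitor; lower value means stronger loss of Her2 protein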
5HT1E ag: 5-HT1E receptor agonists, primary screen, cell-based, HTS | 5-hydroxytryptamine receptor 1E (Homo sapiens), P28566 | 65,000 compounds, 0.69% hits | CHO 5-HT1E Ga15 NFAT-bla reporter, FRET; 0% DMSO wells, 100% control agonist wells | activation, % at 6 µM;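 active = activation above a set limit, the screen-wide mean activation plus 3 SD, cut at about 8.5% in these data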;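 also: 100% = positive control agonist at 1 µM giving full maximal response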
5HT1a antag: human 5-HT1a receptor antagonists, primary screen, cell-based, CHO, Ga15 NFAT-bla reporter; inhibition, % at 10 µM; 5-hydroxytryptamine receptor 1A (Homo sapiens), P08908; CHO 5-HT1a Ga15 NFAT-bla reporter, antagonist mode; 62,000 compounds, 0.68% hits;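 active = inhibition above the mean of all tested compounds plus 3 SD, cut at about 43% in these data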;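 also: receptor stimulated by 5-CT agonist at 100 nM near EC80; beta-lactamase reporter measured by ratiometric fluorescence of a cleavable substrate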
Target sequence (P08908 whole entry, looked up): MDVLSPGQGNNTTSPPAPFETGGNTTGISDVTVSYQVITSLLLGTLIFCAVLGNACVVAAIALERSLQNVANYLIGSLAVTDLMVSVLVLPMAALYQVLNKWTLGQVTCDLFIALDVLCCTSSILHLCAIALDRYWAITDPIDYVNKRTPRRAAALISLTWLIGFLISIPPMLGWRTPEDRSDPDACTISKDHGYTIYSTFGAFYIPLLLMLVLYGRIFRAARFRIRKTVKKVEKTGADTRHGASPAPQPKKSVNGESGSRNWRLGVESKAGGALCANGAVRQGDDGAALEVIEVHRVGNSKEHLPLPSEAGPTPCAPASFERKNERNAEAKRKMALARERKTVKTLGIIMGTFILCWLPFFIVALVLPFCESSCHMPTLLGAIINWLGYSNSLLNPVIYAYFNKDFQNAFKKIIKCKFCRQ
Abs 340nm: compound light absorbance at 340 nm, profiling panel, artefact control, biochemical, MLSMR library, data from PS, PMK, MK assays. compound absorbance at 340 nm, fold over control. fold change at 10 µM. 65,000 tested, under 10 active;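 active = at 10 µM dose, initial 340 nm absorbance at least 2 fold that of control wells; inactive = change under 2 fold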;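 also: initial absorbance extrapolated from kinetic A340 decline of NADH oxidation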
S1P3 agonist: human S1P3 receptor agonists, primary screen, cell-based, primary and confirmation, NFAT-BLA reporter | Sphingosine 1-phosphate receptor 3 (Homo sapiens), Q99500 | S1P3 NFAT-BLA reporter cells, agonism, FRET ratio; relative to 1 µM S1P, basal subtracted | activation, % at 4.5 µM | 60,000 compounds, 0.1% hits | AID 373, 2006;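 active = activation above the screen-wide mean plus 3 SD, cut at about 4.5% in these data, passing the limit was not always enough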; also: some compounds called inactive have numbers as strong as hits
Target sequence (Q99500 whole entry, looked up): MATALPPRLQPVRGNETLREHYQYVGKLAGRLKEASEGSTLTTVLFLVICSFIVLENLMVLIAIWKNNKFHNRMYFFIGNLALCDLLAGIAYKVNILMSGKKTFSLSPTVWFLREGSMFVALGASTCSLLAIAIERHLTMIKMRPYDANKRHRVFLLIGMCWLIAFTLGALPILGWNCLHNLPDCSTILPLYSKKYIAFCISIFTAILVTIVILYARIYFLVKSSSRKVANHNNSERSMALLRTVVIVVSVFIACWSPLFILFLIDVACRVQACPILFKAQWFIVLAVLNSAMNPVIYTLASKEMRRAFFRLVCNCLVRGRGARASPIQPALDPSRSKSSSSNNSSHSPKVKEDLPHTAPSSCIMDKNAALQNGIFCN
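Benchmarks: high control 1 µM S1P / System: stable CHO line with human S1P3, Gα16, NFAT-BLA reporter / Dosing: single compound concentration, 4.5 µM final / Timing: 4 h compound at 37 °C, 2 h substrate at RT / Measured by: FRET β-lactamase substrate fluorescence, excitation 405 nm, 460/535 nm emission ratio, background-subtracted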
MMP-13 inhibitor: human MMP13 inhibitors, primary screen, biochemical, FRET peptide cleavage; MMP-13 fTHP FRET cleavage, Mca fluorescence; 65,000 compounds, 0.07% hits; AID 570, 2006; Collagenase 3 (Homo sapiens), P45452; inhibition, % at 4 µM;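 active = inhibition above the mean of compound-free control plate wells plus 3 SD, cut at about 14% in these data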;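 also: 0% = DMSO wells and 100% = wells with reference MMP-13 inhibitor after basal subtraction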
Starred values were filed as active, the others as inactive; x = not tested or not shown; [ ] = remark or other dose. Not a hit list; overall some 8.5% were active at least once.

item	HTR1E antagonist	5HT1E ag	5HT1a antag	Abs 340nm	MMP-13 inhibitor	Autofluor 339	HER2 expr 66K	S1P1 ag pot	S1P3 agonist	mol
1	15	0.9	1	1	1	1.2	101	12	-0.4	CC(=O)CC1(C)OC(N)=C(C#N)C1(C#N)C#N (configuration not stated)
2	4	-0.5	22	1	2	1.1	104	x	x	c1ccc(CSc2nnc(-c3ccco3)n2Cc2ccco2)cc1
3	-12	2.1	-4	1	3	1	103	17	0.2	O=C(NC1CCCCCC1)C1CCN(c2nc3ccccc3o2)CC1
4	2	0.2	-5	0.99	4	1.1	129	x	x	CCCCCCNC(=O)CC(NS(=O)(=O)c1ccc(NC(C)=O)cc1)C(C)C (configuration not stated)
5	-5	0.5	-10	1	-14	1.1	54	-13	-0.5	Cc1nc2ccccn2c1C(=O)NC1CCCCC1
6	-5	0.8	-5	0.97	2	1.1	87	-15	-0.9	COc1ccc(CCCc2nnc(SCC(=O)Nc3nc(C)cs3)n2C)cc1C
7	6	-0.3	-9	1	-6	1.4	113	3	-0.6	O=C(NCc1ccc2c(c1)OCO2)C1CCN(c2ncccn2)CC1
8	1	0.1	4	1.1	-4	1.2	17	x	x	Cc1cc(NC(=O)CSc2nc3cc4c(cc3c(=O)n2CCc2ccccc2)OCO4)no1
9	1	0.9	1	1.1	-2	1.1	91	-15	-1.7	CC1CN(c2ccc(Oc3ccccc3)cc2)c2nc3c(c(=O)[nH]c(=O)n3C)n2C1 (configuration not stated)
10	-1	-0.6	5	1	3	1.1	99	6	0.1	CC1(C)NC(=O)NC2(C)NC(=O)NC(C)(C)C12 (configuration not stated)
11	-4	0.4	6	1	2	1.1	115	-22	-0.7	COc1ccc(-n2c(Cc3cccn3C)nnc2SCC(=O)NC2CCCC2)cc1
12	-4	-0.9	-39	1	-1	1.3	72	-101	1.2	COCCn1c(-c2ccc(OC)cc2)cnc1N
13	-16	-0.3	6	1	-4	1.4	80	3	0.0	O=C(Nc1ccc2c(c1)CCC2)C1CCN(c2ncccn2)CC1
14	-5	1.0	23	1.1	-10	1.2	72	19	-0.8	Cc1cccc(N2CCN(C(=O)Cn3sc4nc(C)cc(C)c4c3=O)CC2C)c1 (configuration not stated)
15	4	0.3	-4	1	3	1	93	-28	-0.2	Cc1cccc(OCCc2nnc(N)s2)c1C
16	16	-1.2	23	1	0	1	78	68*	-1.5	COc1ccc2ncn(-c3ccccc3)c2c1
17	2	-1.1	x	0.97	4	1.1	83	-8	-4.8	CC(C)(S)[C@@H](N)C(=O)O
18	4	0.1	-3	1	-4	1.1	92	-28	-1.1	COc1ccc(N2CCN(C(=O)CSc3nc4c(c(=O)n(C)c(=O)n4C)n3C(C)C)CC2)cc1
19	-6	0.0	-7	1	-2	1	101	-6	-1.2	Cc1sc2nc3n(c(=O)c2c1C)NC(=O)CC3
20	-8	0.7	0	1.1	-3	1.6	85	-14	-1.7	Cc1nc2n(n1)C(c1ccccc1)C1=C(CC(c3ccco3)CC1=O)N2 (configuration not stated)
21	0	1.0	-14	1.1	5	1.1	128	27	-0.2	CC(C)CCn1c(Br)nc2c1c(=O)n(CC(N)=O)c(=O)n2C
22	-19	1.5	-32	1.3	-1	1.2	84	-36	0.2	Clc1cccc(-c2ccc(/C=N/n3cnnc3)o2)c1
23	3	-0.3	2	1	-1	1	89	-4	1.2	CCCN(CC1CC1)S(=O)(=O)c1ccc(S(N)(=O)=O)cc1
24	-3	-1.3	6	1	6	1.1	101	x	x	C=CCN1C(=O)CSC1=Nc1cccc(O)c1
25	-2	0.6	-4	1	-1	1.1	108	-30	-0.8	Cn1c(=O)cc(OCCCC(=O)N2CCN(c3ccccn3)CC2)c2ccccc21
26	-1	1.1	-4	1	10	1.1	74	x	x	COc1ccc(C(=O)NCc2nnc(SCC(=O)NCc3ccc(F)cc3)o2)cc1
27	5	0.5	0	1	3	0.97	41	-20	-0.2	C=CCNc1nc(NC(C)(C)CO)nc(OCC)n1
28	-4	-0.8	1	1	0	1.1	119	-11	0.1	O=C(NC12CC3CC(CC(C3)C1)C2)c1cnccn1
29	-4	0.7	21	1	4	1.1	80	x	-0.6	Nc1nonc1-c1nc2ccccc2n1CC(=O)N1CCN(c2ccc(F)cc2)CC1
30	-2	-0.8	8	0.98	3	1.1	109	-11	-0.7	Cc1onc(-c2ccccc2)c1C(=O)OCC(=O)c1ccccc1
31	-3	-0.3	10	1	1	1.1	79	-7	-1.1	Cc1ccc(Cl)cc1N1CCN(CC(=O)Nc2ccc3[nH]c(=O)[nH]c3c2)CC1
32	13	1.4	x	1.1	-351[fluorescence artefact?]	2.4*	157	-28	-0.9	COCCn1c(N)c(C(=O)NCC2CCCO2)c2nc3ccccc3nc21 (configuration not stated)
33	-4	-0.4	4	0.99	4	1	113	-13	-0.7	O=C(O)CCC(=O)Nc1ccc(S(=O)(=O)N2CCCC2)cc1
34	1	0.0	3	0.99	6	1	85	26	-0.8	Cc1ccc(CNC(=O)c2cccc(OCc3c(C)noc3C)c2)cc1
35	3	1.7	-12	1.1	-2	1.5	46	-10	-0.6	CCOC(=O)c1cc2c(N)c(C(=O)c3cc(C#N)c(SC)nc3C)sc2nc1C
36	-15	1.2	-6	1	1	1.2	94	3	-1.4	O=C(O)c1ncn(Cc2ccccc2)c1C(=O)O
37	-4	0.8	-5	1	-6	1.1	86	12	0.3	O=C(NCCN1CCN(c2ccccc2)CC1)C1CCN(S(=O)(=O)c2cccs2)CC1
38	77*	-0.2	77*	1.1	-8	3.8*	91	71*	-1.8	Cn1c(-c2c(N)n(C3CCCC3)c3nc4ccccc4nc23)nc2ccccc21
39	5	-0.4	13	0.97	-6	1.1	89	9	0.7	CC1CCC(NC(=O)CN2CCC(n3nnc4cc(F)ccc43)CC2)CC1 (configuration not stated)
40	7	-0.3	-3	1	0	1.2	22	-9	0.4	CCCCc1nc2ccccc2c(=O)n1NC(=O)c1c(O)c2c(n(CC(C)C)c1=O)CCCC2
41	-11	-1.3	0	1	11	1	73	-23	0.0	Cc1cccc(C)c1NC(=O)c1ccc(-n2cnnn2)cc1
42	-9	0.6	6	1	-2	1.2	112	x	0.2	COc1ccc(S(=O)(=O)N2CCN(c3nc4ccccc4nc3-n3nc(C)cc3C)CC2)cc1
43	8	0.4	2	1.1	1	1.1	89	6	-0.7	CCSc1nc(C)c(CC)c(C)c1C(N)=O
44	-15	-0.1	-20	0.99	5	1.1	116	25	0.3	O=C(NCc1nc2ccccc2[nH]1)c1ccc(Cl)c(S(=O)(=O)N2CCCC2)c1
45	7	0.3	-9	1	-3	1.1	71	x	x	O=C(CCn1c(=O)sc2ccccc21)NC1=NCCS1
46	-2	-0.3	-8	1	3	1.1	90	10	0.2	O=C(c1noc2c1CCCCC2)N1CCN(C(c2ccccc2)c2ccccc2)CC1
47	-4	0.0	7	1	-6	1.2	97	-2	0.3	COc1ccc(NC(=O)CCN2CCCCCC2)c(OC)c1
48	0	0.5	-7	1	5	1.1	71	-24	-1.2	CCOC(=O)c1ccc(Oc2nc(NC)nc(SC)n2)cc1
49	6	-0.3	8	1.1	-2	1.1	103	-15	-1.3	CCN(CC)CCNC(=O)c1cn(CC)c2ccc(S(=O)(=O)N(C)C)cc2c1=O
50	11	-0.5	x	1	-16	1.3	164	-12	-3.7	COc1ccc(CCn2c(=N)c(C#N)cc3c(=O)n4ccccc4nc32)cc1
51	8	0.1	2	0.99	-11	1.1	97	7	-0.5	O=C(COc1ccc(F)c(Cl)c1)c1ccc[nH]1
52	6	-0.2	0	1.1	-2	1.1	85	-15	-1.4	COc1ccc(CCNc2nc(-c3sc(N)nc3C)cs2)cc1OC
53	8	0.5	20	1	3	1.2	47	-46	0.2	CSc1nc(C2CC2)cc(-c2cccs2)c1C#N
54	-9	0.7	-12	1	4	1.1	96	x	-0.7	O=C(CCN1C(=O)c2ccccc2C1=O)Nc1ccc(S(=O)(=O)N2CCOCC2)cc1
55	21	-1.3	-5	1	3	1.1	117	-27	0.3	CCOC(=O)c1[nH]c2ccccc2c1NC(=O)c1cc(OC)c(OC)c(OC)c1
56	-10	0.8	-9	1	2	1	93	x	x	O=C(Nc1ccc(CN2CCOCC2)cc1)c1cc2ccccc2oc1=O
57	1	0.8	33	1	3	1.1	32	x	-1.6	O=C(Nc1ccc(N2CCN(C(=O)c3ccco3)CC2)c(Cl)c1)c1c(F)c(F)c(F)c(F)c1F
58	9	-0.5	-1	1	3	1.1	101	5	0.0	CCCCN(CC)CCNC(=O)CN(C)S(=O)(=O)c1ccc2c(c1)c(=O)n(C)c(=O)n2C

Assay outcomes: PubChem BioAssay, several laboratories
